Bioassay records (PubChem BioAssay)
TDP1 cell CPT: growth inhibition of DT40 Tdp1-/-;hTDP1 cells with camptothecin (screen for TDP1 inhibitors) | chicken DT40 Tdp1-/-;hTDP1 cells + 20 nM CPT, ATP luminescence, 48 h | Potency, µM (titrated, usually from 46.2 µM), for the others: at the highest dose activity change, negative = growth inhibition, most hits filed as inhibitors | 420,000 tested, 12% active | AID 686979; note: nearly all actives have a fitted effect of over 55% in size
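Chicken DT40 Tdp1-/- cells complemented with human TDP1, 400 cells/well, exposed to compounds plus 20 nM camptothecin for at least 48 h at 37 C; viability read as ATP content by CellTiter-Glo luminescence.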
FEN1 inh: blocks human flap endonuclease 1; P39748; Recombinant FEN1 flap cleavage, fluorescence, 15 min; Potency, µM (doses to about 114 µM), without a hit: at the highest dose activity change, negative = inhibition, usual class: inhibitors; 390,000 tested, 0.35% active; note: nearly all actives have a fitted effect of over 65% in size
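Concentration–response screening of FEN1 (10 nM): 15 min compound preincubation at room temperature, reaction started with 50 nM substrate and read at 0 and 15 min. Corrected, normalized data were fitted by a four-parameter Hill equation.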
KAT2A inh: GCN5L2 (KAT2A) acetyltransferase inhibition | GCN5L2 HAT assay, ThioGlo1 CoA-SH fluorescence | Q92830 | 390,000 tested, 0.21% active | Potency, µM (doses to about 58.9 µM), inactives show at the highest dose activity change, negative = inhibition, usual class: inhibitors
Target sequence (Q92830 whole entry, looked up): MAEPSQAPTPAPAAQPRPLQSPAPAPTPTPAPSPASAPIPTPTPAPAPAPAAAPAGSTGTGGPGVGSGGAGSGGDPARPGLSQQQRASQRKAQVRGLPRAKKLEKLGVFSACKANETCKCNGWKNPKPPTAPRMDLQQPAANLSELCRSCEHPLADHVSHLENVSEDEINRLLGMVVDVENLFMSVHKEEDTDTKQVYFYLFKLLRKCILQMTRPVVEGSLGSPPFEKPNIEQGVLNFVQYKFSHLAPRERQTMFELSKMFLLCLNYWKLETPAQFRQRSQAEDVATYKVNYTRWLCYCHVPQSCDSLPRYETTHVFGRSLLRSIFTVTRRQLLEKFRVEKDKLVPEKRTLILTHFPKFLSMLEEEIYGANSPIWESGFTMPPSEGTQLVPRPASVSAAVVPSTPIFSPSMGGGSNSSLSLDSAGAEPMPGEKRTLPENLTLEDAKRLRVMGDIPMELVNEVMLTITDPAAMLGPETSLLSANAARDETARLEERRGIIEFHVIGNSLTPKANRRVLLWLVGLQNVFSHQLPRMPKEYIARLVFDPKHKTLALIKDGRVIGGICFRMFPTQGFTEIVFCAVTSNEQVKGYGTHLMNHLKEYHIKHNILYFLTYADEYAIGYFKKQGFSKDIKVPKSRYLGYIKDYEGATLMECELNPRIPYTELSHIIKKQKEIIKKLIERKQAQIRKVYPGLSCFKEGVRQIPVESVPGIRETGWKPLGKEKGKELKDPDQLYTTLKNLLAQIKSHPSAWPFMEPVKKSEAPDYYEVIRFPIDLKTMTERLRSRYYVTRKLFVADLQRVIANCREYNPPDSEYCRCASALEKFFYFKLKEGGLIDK
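Enzyme at 20nM final was mixed with library compounds for 15 min at room temperature. Peptide H3(1-25) at 75uM, acetyl-CoA at 70uM and ThioGlo1 at 50uM were then added. Plates were read immediately and after 20 min (Ex340nm/Em540nm).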
Starred values were filed as active, the others as inactive; u = inconclusive; x = no result given; & = joins results of further samples; [ ] = remark or other dose. Calls come from the whole dose curve; as a rule, active = well fitted curve in the direction sought with a large enough effect; inconclusive = small, poorly fitted or top-dose-only effect, or another doubt; inactive = no such curve, though single readings can be large; an effect the other way counts as inactive or inconclusive. % is set by controls: 0 for no effect and ±100 for the full control effect; potency is the fitted concentration of half-maximal effect. Not all compounds are listed; count on the stated rates, not on these rows.

Values in the order – TDP1 cell CPT	FEN1 inh	KAT2A inh
#1 CCc1cccc(NC(=S)N(CCN(C)C)C2CCN(C(C)C)CC2)c1
 : -24%	5%	-19%
#2 Cc1ccnc(NS(=O)(=O)c2ccc(NC(=O)c3cc(=O)c4ccccc4o3)cc2)n1
 : -16%	7%	u
#3 CCCn1c(CN2CCN(C(=O)OCC)CC2)nc2cc(NC(C)=O)ccc21
 : u	-3%	18%
#4 Nc1nc(Nc2ccccc2)nc(NC2CCCCC2)c1[N+](=O)[O-]
 : 13µM*	-34%	-9%
#5 COC(=O)c1cc(NC(=O)CN(c2ccccc2OC)S(=O)(=O)c2ccccc2)ccc1Cl
 : u	0%	-14%
#6 CCCCN1C(N)=NC[C@@H]1CCCCN
 : -9%	16%	x
#7 COC(=O)[C@H](Cc1ccccc1)NC(=O)N1CC(C)OC(C)C1 (stereo not given in full)
 : 3%	15%	1%
#8 Cn1nnc2cc(C(=O)N3CCCCCC3)ccc21
 : 16%	7%	-1%
#9 COc1ccccc1-c1nnc(SC2CCc3ccccc3NC2=O)s1 (stereo not given)
 : u	-1%	-9%
#10 COc1ccc(S(=O)(=O)N(c2onc(C)c2Cl)S(=O)(=O)c2ccc(OC)c(OC)c2)cc1OC
 : -22%	8%	-23%
#11 CN(C1CCCCC1)C(CNS(=O)(=O)c1ccc(Cl)cc1)c1ccccc1 (stereo not given)
 : -24%	-5%	-2%
#12 CC(=O)c1ccc(NC(=O)Cc2cccs2)cc1
 : -10%	-20%	-4%
#13 CCOc1ccc(NC(=O)c2c(NC(=O)CN3CCCC3)sc3c2CCC3)cc1
 : u	-2%	-24%
#14 COc1ccc2oc(C(=O)OC(C)C(=O)N(C)c3ccccc3)c(C)c2c1 (stereo not given)
 : u	-11%	-2%
#15 Cc1ccc(S(=O)(=O)N2CC(=O)Nc3ccccc32)c(C)c1NS(C)(=O)=O
 : u	11%	-11%

Ordered by heavy-atom count (low to high): some entries from above
Values in the order – TDP1 cell CPT	FEN1 inh	KAT2A inh
#6 CCCCN1C(N)=NC[C@@H]1CCCCN
 : -9%	16%	x
#7 COC(=O)[C@H](Cc1ccccc1)NC(=O)N1CC(C)OC(C)C1 (stereo not given in full)
 : 3%	15%	1%
#4 Nc1nc(Nc2ccccc2)nc(NC2CCCCC2)c1[N+](=O)[O-]
 : 13µM*	-34%	-9%
#1 CCc1cccc(NC(=S)N(CCN(C)C)C2CCN(C(C)C)CC2)c1
 : -24%	5%	-19%
#3 CCCn1c(CN2CCN(C(=O)OCC)CC2)nc2cc(NC(C)=O)ccc21
 : u	-3%	18%
#10 COc1ccc(S(=O)(=O)N(c2onc(C)c2Cl)S(=O)(=O)c2ccc(OC)c(OC)c2)cc1OC
 : -22%	8%	-23%

New compounds follow.
Values in the order – TDP1 cell CPT	FEN1 inh	KAT2A inh
#16 COc1ccc(NC(=O)c2cc(C)on2)cc1OC
 : -27%	-2%	1%
#17 CCCCN(Cc1ccc(C(=O)N[C@H](C(=O)O)C(C)C)cc1)C(=O)C(c1ccccc1)c1ccccc1
 : -11%	11%	x
#18 Cc1onc(C(=O)N2C(C)CCCC2C)c1[N+](=O)[O-] (stereo not given)
 : u	7%	1%
#19 CC1CN(C(=O)CCc2cc(C(C)(C)C)c(O)c(C(C)(C)C)c2)CC(C)O1 (stereo not given)
 : u	14%	2%
#20 COc1nn(-c2ccccc2)c(=O)c(Cl)c1Cl
 : 5.2µM*	-1%	-5%
#21 CN(C)N=C1c2cc(S(=O)(=O)N(C)C)ccc2-c2ccc(S(=O)(=O)N(C)C)cc21
 : 4.6µM*	8%	-2%
#22 COc1cccc(CNCCCSc2nnnn2C)c1OC
 : -15%	1%	-7%
#23 Cc1ccccc1N1CCN(S(=O)(=O)CC23CCC(CC2=O)C3(C)C)CC1 (stereo not given)
 : u	-14%	-3%
#24 Cc1nc(SCC(=O)CC(=O)OC(C)C)c(C#N)c(C)c1C
 : 21µM*	-2%	-6%
#25 CCCn1c(SCC(=O)c2ccc3c(c2)OCCO3)nc2c1c(=O)n(C)c(=O)n2C
 : -5%	-3%	-2%
#26 O=C(COC(=O)c1cccs1)NCCC1=CCCCC1
 : 9%	5%	-8%
#27 CCNS(=O)(=O)c1ccc2c3c(cccc13)C(=O)N2
 : -15%	1%	-1%
#28 CC1CCc2c(sc(NC(=O)c3ccc(N4C(=O)CCC4=O)cc3)c2C(N)=O)C1 (stereo not given)
 : -2%	-29%	-1%
#29 Cc1ccc(S(=O)(=O)c2nc(-c3ccccc3)oc2N2CCCC2)cc1
 : -18%	-1%	-5%
#30 O=C(c1cnccn1)N1CCC2(CCCN(Cc3nccs3)C2)CC1
 : -1%	x	7%
#31 COc1ccc(Cl)cc1Nc1cc(C)nc2nc(-c3ccccc3C)nn12
 : 6%	0%	-6%
#32 CCOc1ccc(C2N3CC4(C(C)C)CN2CC(C(C)C)(C3)C4=O)cc1OC (stereo not given)
 : u	17%	3%
#33 Cn1c(=O)c2c(ncn2CCCC(=N)N2CCOCC2)n(C)c1=O
 : 12%	5%	-6%
#34 CCc1cccc(C)c1NC(=O)Cn1ccn(-c2ccc(F)cc2)c(=O)c1=O
 : 10%	1%	1%
#35 O=C(C[N+]12CN3CN(CN(C3)C1)C2)c1ccc(Br)cc1
 : u	3%	x
#36 COc1cccc(NC(=O)Cn2cnc3sc(C)c(S(=O)(=O)N4CCCCC4)c3c2=O)c1
 : -4%	-13%	-5%
#37 CC(NC(=O)Cn1c(=O)oc2cc(S(=O)(=O)N3CCCCCC3)ccc21)c1ccccc1 (stereo not given)
 : -24%	-5%	-16%
#38 C=C1C(=O)C23CCC4C(C)(C(=O)OC)CCCC4(C)C2CCC1(O)C3 (stereo not given)
 : 0.65µM*	-21%	x
#39 COc1cc(NC(=O)CN2C(=O)COc3ccc(S(=O)(=O)N4CCOCC4)cc32)cc(OC)c1
 : -7%	-8%	-2%
#40 CC(=C/c1ccc(C(C)C)cc1)/C=N/NC(=O)CSc1ccccn1
 : u	u	-14%
#41 CCC(=O)N1CCc2cc(CNC(=O)c3ccc(F)cc3)ccc21
 : -29%	-7%	-8%
#42 CC1CC(C)CN(C(=O)COC(=O)CCC(=O)c2cccs2)C1 (stereo not given)
 : 1%	11%	3%
#43 c1ccc2c(c1)[nH]c1c(N3CCOCC3)ncnc12
 : 16µM*	0%	7%
#44 COc1ccc(OC)c(CC(NC(C)=O)C(=O)NC2CCN(c3nnnn3-c3ccccc3)CC2)c1 (stereo not given)
 : -13%	-1%	-19%
#45 CCOC(=O)N1CCN(C(=O)CSc2nc(CC)nc3c2c(=O)n(C)c(=O)n3C)CC1
 : u	6%	-13%
#46 Cc1ccc2c(c1)nnn2C1CCN(S(=O)(=O)c2ccc(C(=O)N(C)C)cc2)CC1
 : -23%	-10%	2%
#47 Cc1ccc(-c2cc(C(=O)Nc3cccnc3)c3ccccc3n2)s1
 : u	-12%	-11%
#48 Cc1ccc(C(C(=O)NC2CCCCC2)N(C(=O)Cc2c[nH]c3ccccc23)c2ccccc2)o1 (stereo not given)
 : u	8%	-30%
#49 CCCCOc1ccc(C(=O)N(Cc2ccccc2)C2CCS(=O)(=O)C2)cc1 (stereo not given)
 : u	-2%&7%	-4%&-7%
#50 CN(C)S(=O)(=O)c1ccc(N2CCCC2)c(C(=O)Nc2nc(-c3ccc(F)cc3)cs2)c1
 : -21%	42%	-13%
#51 CN1CCN(c2nc3c(c(=O)n(C)c(=O)n3C)n2CC(=O)C23CC4CC(CC(C4)C2)C3)CC1
 : -28%	-11%	-6%
#52 O=C(NC(NC(=S)Nc1ccc(Cl)cc1Cl)C(Cl)(Cl)Cl)c1cccc([N+](=O)[O-])c1 (stereo not given)
 : 7.3µM*	6%	-10%
#53 CC(CN1CCCCC1)OC(=O)c1ccc(Cl)cc1 (stereo not given)
 : -8%	3%	3%
#54 CC1=CC(=NNS(=O)(=O)c2ccc([N+](=O)[O-])cc2)CC(C)(C)C1
 : -24%	44%[activator]	x
#55 FC(F)(F)c1ccccc1-n1c(CN2CCCCC2)n[nH]c1=S
 : 0%	13%	-4%
#56 c1ccc(C2COC(c3cccs3)=N2)cc1 (stereo not given)
 : 2%	-4%	0%
#57 CCN(C(=O)CSc1nnc(-c2ccccc2F)n1N)c1c(N)n(Cc2ccccc2)c(=O)[nH]c1=O
 : 5%	-7%	x
#58 O=C1N[C@@H](Cc2c[nH]c3ccccc23)COC(=O)[C@H](Cc2ccc(F)cc2)C/C=C\C[C@H]1CC(=O)N(CCO)Cc1ccccc1
 : 13µM*	4%	-15%
#59 CCOC(=O)C1CCN(c2ncnc3c2oc2ccccc23)CC1
 : u	-19%	-6%
#60 CCOC(=O)c1cc2cc3ccccc3cc2oc1=O
 : 2%	-14%	-7%
#61 Cc1ccc(N(C(=O)CCC(=O)Nc2cc(C)on2)C(C(=O)NC2CCCC2)c2ccccc2)cc1 (stereo not given)
 : -26%	-11%	6%
#62 Cc1cccc(C(=O)NC(C(=O)Nc2ccc(S(=O)(=O)Nc3nccs3)cc2)C(C)C)c1 (stereo not given)
 : -9%	12%	x
#63 COc1ccc(NS(=O)(=O)c2cc(NC(=O)c3ccccc3F)ccc2N2CCCC2)cc1
 : u	5%	-12%
#64 CCOCCCNC(=O)c1ccc(Br)cc1
 : -7%	-2%	0%
#65 COc1cc(C(=O)NCc2nnc(SCC(=O)c3ccccc3)o2)cc(OC)c1OC
 : 4%	16%	-6%
#66 O=C(CN1CCN(c2cccc(Cl)c2)CC1)Nc1ccc(S(=O)(=O)N2CCOCC2)cc1
 : 21µM*	-15%	-22%
#67 COc1ccc(C(=O)Nc2ccc(-c3nc4cc(C)ccc4o3)c(O)c2)cc1
 : u	-8%	-6%
#68 COc1ccc(NC(=O)CSc2nnc(Cc3ccccc3)c(=O)n2N)cc1OC
 : 1%	38%[activator]	-5%
#69 Cc1cc(Cl)c(OCCOCCN2CCCCC2)c(Br)c1
 : -16%	-1%	-4%
#70 Cc1cc(C(=O)Cn2cnc3cc([N+](=O)[O-])ccc3c2=O)c(C)n1CC1CCCO1 (stereo not given)
 : 15µM*	4%	-3%
#71 CN(C)c1ccc(C(=O)Nc2c(C(=O)NC(C)(C)C)oc3ccccc23)cc1
 : u	u	-3%
#72 O=C(Nc1ccc2c(c1)ncn2-c1ccccc1)c1ccco1
 : -13%	5%	-10%
#73 CCOC(CNC(=O)c1ccc(CNC(=O)c2ccc(OC)c(OC)c2)cc1)OCC
 : 1%	0%	-2%
#74 O=C(OCc1ccccc1Cl)c1ccccc1C(=O)c1ccccc1
 : -2%	0%	-7%
#75 O=C1CC(c2ccc(Cl)cc2)N=C(NC(=O)c2ccccc2)N1 (stereo not given)
 : -22%	12%	-4%

Copied from the list:
Under TDP1 cell CPT, Cc1cccc(C(=O)NC(C(=O)Nc2ccc(S(=O)(=O)Nc3nccs3)cc2)C(C)C)c1 (stereo not given) shows -9%
Under FEN1 inh, Cc1cc(C(=O)Cn2cnc3cc([N+](=O)[O-])ccc3c2=O)c(C)n1CC1CCCO1 (stereo not given) shows 4%

Other entries follow:
Values in the order – TDP1 cell CPT	FEN1 inh	KAT2A inh
#76 CC(C)c1ccc(C(=O)OCC(=O)NC2CCCC2)cc1
 : -28%	-11%	-4%
#77 O=C(NCCc1ccccc1Cl)C1CCN(c2nc3ccccc3nc2C(F)(F)F)CC1
 : u	18%	35%[activator]
#78 CC1(C)Cc2cccc(OCC(=O)OCC(=O)NCc3ccc(F)cc3)c2O1
 : -3%	-2%	1%
#79 O=C(NC(=S)Nc1ccccc1C(=O)O)c1cncc(Br)c1
 : u	6%	-13%
#80 CCC(C(=O)O)N1C(=O)/C(=C/C(C)=C/c2ccccc2)SC1=S (stereo not given)
 : 5%	-3%	u
#81 CCOC(=O)N/N=C(\CCC(=O)O)c1cccs1
 : -2%	-14%	-1%
#82 CCOC(=O)CNC(=S)N(Cc1ccccc1F)C1CCCCC1
 : -11%	-14%	0%
#83 CCN(CC)CCN1C(=O)c2ccccc2NC1c1ccc(N(C)C)cc1 (stereo not given)
 : -10%	3%	-3%
#84 CCN(CC)c1ccc(C2CC(=O)NC3=C2C(=O)CC(C)(C)C3)cc1 (stereo not given)
 : u	1%	2%
#85 Cc1noc(C)c1NC(=O)N(C)C[C@H]1Oc2ccc(NC(=O)Cn3cnnn3)cc2C(=O)N([C@H](C)CO)C[C@@H]1C
 : 0%	0%	-1%
#86 Cc1cc(OC(C)C)nc(-c2ccccc2O)n1
 : -4%	-12%	-7%
#87 N#CC(c1cccc(C(F)(F)F)c1)(c1ncc(C(F)(F)F)cc1Cl)N1CCOCC1 (stereo not given)
 : -21%	u	-21%
#88 Cc1nc(C)c(C(=O)O)c(-c2cccs2)c1C(=O)O
 : -12%	2%	-4%
#89 O=C1CN(c2nnnn2-c2ccccc2)CCN1
 : 4%	10%	-5%
#90 COc1cc(/C=C2/C(=O)ON=C2C)cc(Cl)c1O
 : 18µM*	1%	-4%
#91 COc1ccc(/C(N)=N/OC(=O)CC2CCCCC2)cc1OC
 : -1%	-14%	-4%
#92 Cc1cc(NC(=O)COC(=O)c2n[nH]c3ccccc23)no1
 : -6%	-12%	1%
